KOR beta-arrestin-1 = kappa opioid receptor blockers – cell-based, luminescence, uHTS (AID 1778). inhibition, % at 10 µM; hits with a dose series show IC50 in µM. KOR beta-arrestin recruitment, luminescence, antagonist mode; higher % means a stronger effect. 290,000 tested, 0.091% active; also: strong numbers were not always called active
GPR55 LPI antagonism = inhibition of LPI-stimulated GPR55 beta-arrestin translocation – imaging, U2OS, beta-arrestin-GFP, LPI agonist, primary screen (AID 2013); U2OS GPR55 beta-arrestin-GFP translocation imaging, LPI antagonism; higher % means a stronger effect; inhibition, % at 10 µM; hits with a dose series show IC50 in µM; 290,000 tested, 0.13% active;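 active = spots per cell inhibited over 60%, with over 100 cells counted and total cytoplasm intensity under 500,000; inconclusive = wells with under 100 cells, flagged as likely toxic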;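 also: U2OS cells stably carrying GPR55 and arrestin-GFP stimulated by 5 µM LPI near EC80; imaged beta-arrestin-GFP aggregate spots per cell after agonist stimulation; plate controls were LPI-stimulated DMSO wells for no effect and DMSO wells without LPI for full effect; some results filed as inactive read as strong as hits; confirmed hits need IC50 under 10 µM and bright autofluorescent wells are also inconclusive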
HEK293 NOD2/NF-kB = inhibition of NOD2-driven NF-kB reporter – cell-based, luminescence, uHTS, HEK293 (AID 1566). HEK293 NOD2/NF-kB luciferase reporter, luminescence; higher % means a stronger effect. inhibition, % at 4 µM; hits with a dose series show EC50 in µM. 290,000 tested, 0.63% active; also: many of its hits are not listed in these tables
NOD1 NF-kB reporter = inhibition of NOD1-driven NF-kB reporter – cell-based, luminescence, uHTS, primary screen (AID 1578); NOD1-driven NF-kB luciferase reporter cells, luminescence; higher % means a stronger effect; inhibition, % at 4 µM, or EC50 in µM where a hit was titrated; 290,000 tested, 1% active; in the data active = inhibition mostly above about 36%, no sharp cut-off; inactive = mostly below about 34%;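 also: HEK-293T reporter cells stimulated with the NOD1 agonist gamma-tri-DAP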
GPR35 arrestin U2OS = GPR35 antagonists blocking zaprinast-driven arrestin recruitment, primary screen, imaging, U2OS, beta-arrestin-GFP, zaprinast agonist (AID 2058). U2OS GPR35 beta-arrestin-GFP translocation imaging, zaprinast antagonism; higher % means a stronger effect. inhibition, % at 10 µM; hits with a dose series show IC50 in µM. 290,000 tested, 0.052% active;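 active = inhibition of at least 50% with at least 30 cells and total cytoplasm GFP at most 10,000,000; inconclusive = under 30 cells or total GFP of 10,000,000 plus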
Myeloid diff MLP = myeloid differentiation induction; ER-HoxA9 myeloid progenitors, lysozyme-GFP differentiation, flow cytometry; calls only at 10 µM; 360,000 tested, 1% active;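 active = normalized GFP-positive differentiation at or above the plate's own cutoff, the solvent-only control mean plus 3 SD; inconclusive = no clear call, values can overlap the other calls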;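 also: cells exposed to compound for four days before flow analysis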
HIV peptide binding = inhibitors of HIV fusion peptide binding, primary screen, biochemical, uHTS, fluorescence dequenching (AID 1986); cell-free peptide binding, fluorescence dequenching, 30 min; higher % means a stronger effect; one-dose inhibition, % at 20 µM; IC50 in µM for titrated hits; 290,000 tested, 0.3% active; in the data active = inhibition mostly above about 52%, no sharp cut-off; inactive = mostly below about 76%; also: some results filed as inactive read as strong as hits
KOR beta-arrestin-2 = kappa opioid receptor activators – cell-based, luminescence, uHTS, primary screen (AID 1777); KOR beta-arrestin recruitment, luminescence; higher % means a stronger effect; activation, % at 10 µM; hits with a dose series show EC50 in µM; 280,000 tested, 0.02% active; in the data active = activation above about 50%, passing the limit was not always enough; also: a part of the inactive calls stands beside numbers as strong as those of hits
GPR55 beta-arrestin = GPR55 agonists via beta-arrestin recruitment, primary screen, imaging, U2OS cells, beta-arrestin-GFP redistribution (AID 1961); U2OS GPR55 beta-arrestin-GFP redistribution imaging; higher % means a stronger effect; activation, % at 10 µM, or EC50 in µM where a hit was titrated; 290,000 tested, 0.048% active;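 active = activation above 40% with more than 50 cells counted in the well; inconclusive = wells holding fewer than 50 cells, flagged as toxic or sparse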;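 also: U2OS osteosarcoma cells stably expressing GPR55 and beta-arrestin-GFP; plate controls were DMSO negative control for no effect and LPI positive control for full effect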
Myeloid diff MLP GFP+ MAC1+ % = second read-out of Myeloid diff MLP, no call of its own (marks repeat the call); GFP+ MAC1+ double positive, %; measured here: differentiation confirmed by MAC1 staining
The depositor's hits bear a star; i = inactive; ? = inconclusive; · = not tested or not shown; [ ] = remark or other dose. Rule as the data show it, unless noted: active = inhibition above about 50%; inactive = the rest.

Structure	KOR beta-arrestin-1	GPR55 LPI antagonism	HEK293 NOD2/NF-kB	NOD1 NF-kB reporter	GPR35 arrestin U2OS	Myeloid diff MLP	Myeloid diff MLP GFP+ MAC1+ %	HIV peptide binding	KOR beta-arrestin-2	GPR55 beta-arrestin
O=C(Nc1cccc(Cl)c1Cl)C1CCN(c2ncccn2)CC1	36%	5%	11%	-13%	-19%	i	0.9	3.7%	0.2%	0.3%
COc1ccc(N2C(=O)C3CCCN3C2c2ccc(C)o2)cc1 (centres undefined)	7%	2%	1%	-15%	-9%	i	1.1	-3.4%	-0.1%	0.1%
COc1cccc(NC(=O)COc2ccccc2C(N)=O)c1	16%	0%	-91%	-50%	11%	i	0.4	-1.0%	-7.4%	-0.1%
CC(C)NCC(O)COC1CCC(C(C)(C)C)CC1 (centres undefined)	-1%	0%	3%	-23%	-1%	i	0.3	0.4%	1.1%	-0.3%
COc1cccc(OCc2nc3ncc(Br)cc3[nH]2)c1	-79%	0%	-35%	-52%	-7%	?	·	3.0%	-3.2%	0.2%
Cn1nnnc1SCC(=O)NC(=O)NCc1ccccc1	-47%	5%	15%	36%	-3%	i	1.0	-0.6%	3.1%	0.3%
COc1ccc(C(=O)C2CCCN(C(=O)Cn3cncn3)C2)cc1OC (centres undefined)	-8%	8%	9%	-28%	-12%	i	2.8	0.1%	-10%	-0.2%
COc1ccc(CN(C2CCCCC2C)S(=O)(=O)c2ccc(S(=O)(=O)N(C)C)cc2)cc1OC (centres undefined)	-36%	12%	0%	4%	18%	i	0.5	-1.5%	-2.4%	0.2%
CSc1nnc(-c2cc3c(-c4ccccc4)nn(C)c3s2)n1C	7%	1%	15%	10%	-4%	i	0.8	-2.4%	0.9%	-0.2%
CCN(CC)S(=O)(=O)c1cccc(C(=O)NNC(=O)c2ccc3[nH]c(=O)c(=O)[nH]c3c2)c1	4%	-12%	13%	4%	1%	i	0.0	-0.9%	0.4%	-0.1%
COc1ccc(OCC(=O)Nc2ccccc2C(=O)NC(C)C)cc1	-71%[20 µM]	6%	9%	17%	-3%	i	0.1	-1.3%	-0.4%	-0.1%
CC1CCCCN1C/C=C/c1ccccc1[N+](=O)[O-] (centres undefined)	23%	31%	6%	-9%	0%	i	1.2	0.5%	-2.1%	0.4%
COc1cccc(CN(C)C(=O)c2sccc2-c2ccccc2)c1OC	13%	18%	4%	-24%	15%	i	3.1	-0.4%	5.6%	0.0%
Cc1cc(C(=O)COC(=O)Cn2cnc3c2c(=O)n(C)c(=O)n3C)c(C)n1C	17%	16%	13%	1%	-16%	i	0.9	1.0%	-3.9%	0.0%
CCN(CC)S(=O)(=O)c1ccc(C(=O)OCC(=O)Nc2sc3c(c2C#N)CCCCC3)cc1	7%	8%	-4%	-34%	-7%	i	0.5	14%	-2.7%	-0.3%
COC(=O)c1ccc(/C=N/Nc2nc(N3CCCCC3)nc(N3CCCCC3)n2)cc1	11%	12%	-16%	-9%	-7%	i	1.0	0.6%	-3.6%	-0.3%
C/[N+]([O-])=C/c1c(OCc2ccccc2)ccc2ccccc12	-3%	6%	-3%	1%	3%	i	1.2	2.3%	0.5%	0.0%
CC[C@@H]1CC=C[C@H]2[C@H]1C(=O)N(Cc1ccccc1)[C@H]2c1ccc2ccccc2c1	20%	10%	-8%	6%	-5%	·	·	1.0%	-1.2%	-0.1%
CSCCC(NS(=O)(=O)c1cccs1)C(=O)NCc1ccc(C)cc1 (centres undefined)	18%	3%	18%	-31%	0%	i	0.8	-0.3%	-1.2%	-0.2%
CCOC(=O)N1CCN(S(=O)(=O)c2cc(OCC)ccc2OCC)CC1	-8%	-8%	-1%	-14%	9%	i	2.9	5.4%	7.0%	-0.1%
CC(=O)N1CCN(c2ccc(C(N)=O)cc2[N+](=O)[O-])CC1	-16%	2%	0%	-23%	-11%	i	0.8	0.5%	-4.6%	0.9%
COC(=O)c1cc(C)sc1NC(=O)CSc1ncccn1	6%	-16%	28%	-8%	3%	i	1.3	-0.4%	-5.2%	0.0%
Nc1cc2c(cc1C(=O)c1cccc(Br)c1)OCCO2	2%	-20%	-15%	-21%	0%	i	0.6	-1.3%	-0.5%	0.2%
O=C1CSC(=Nc2cc(Cl)ccc2Cl)N1	42%	-8%	12%	-14%	14%	i	0.6	-1.1%	-2.5%	-0.2%
N/C(CS(=O)(=O)c1ccccn1)=N\OC(=O)c1ccc(Cl)cc1	22%	11%	20%	-2%	6%	i	0.6	-1.9%	-1.5%	1.3%
Fc1c(F)c(F)c(/C=N/NC(=S)Nc2cccnc2)c(F)c1F	-23%[20 µM]	-4%	9%	-8%	0%	i	0.2	-3.3%	-4.4%	-0.1%
COc1ccc2nc(N3CCCC3)[nH]c2c1	3%	-4%	8%	-2%	-12%	i	0.6	-1.5%	0.7%	-0.2%
CCCCc1ccc(NC(=S)NCc2ccccc2OC)cc1	-10%[20 µM]	13%	12%	6%	-23%	i	0.1	1.3%	-4.9%	-0.1%
CCOC(=O)c1cnc2ccc(OCC)cc2c1N(C)Cc1ccccc1	29%	15%	-28%	-8%	-7%	i	2.8	1.1%	9.0%	0.2%
CCCCCOC(=O)Cc1c(O)c2ccccc2n(C)c1=O	5%	-6%	7%	24%	-4%	i	0.8	-1.5%	-3.0%	-0.2%
Cc1ccc(C(=O)N/C(=C/c2ccco2)C(=O)N2CCC(C)CC2)cc1	-20%	-2%	-14%	-13%	25%	i	3.0	2.3%	-3.7%	0.7%
Cc1nc(N)c(C#N)c(-c2ccc3c(c2)OCO3)c1C	19%[20 µM]	-11%	11%	-14%	4%	i	0.1	0.8%	-5.2%	-0.2%
CC1CCN(CC(O)COc2cccc(F)c2)CC1 (centres undefined)	8%	5%	-16%	-8%	14%	i	2.5	0.8%	-1.6%	0.2%
O=C(Cn1c(NCCO)nc2ccccc21)c1cccs1	14%	-2%	4%	3%	0%	i	0.7	-0.4%	-1.2%	-0.1%
CCOC(=O)N1CCC(NC(=O)c2cc3c(C)nc4ccccc4c3o2)CC1	-25%	-10%	1%	-21%	-13%	i	5.3	0.5%	7.2%	-0.1%
CCOc1ccc(NC(=O)CSc2nnc(-c3ccccc3)n2N)cc1	-33%	-16%	-6%	-13%	-5%	i	1.3	-0.5%	3.3%	-1.0%
CCOCCn1c(CN2CCCCC2C)nc2c1c(=O)n(C)c(=O)n2C (centres undefined)	15%[20 µM]	4%	-11%	-38%	12%	i	4.7	-0.2%	-3.2%	0.6%
CC(=O)n1cc(CO)c2ccccc21	20%[20 µM]	2%	15%	-5%	-10%	i	3.3	2.7%	-4.0%	-0.2%
CCOC(=O)c1ccc(-n2cncn2)nc1	-12%	13%	5%	0%	-5%	i	0.7	5.0%	-3.9%	-0.1%
COc1ccccc1N1CCN(C2CCCN(C(=O)CC(F)(F)F)C2)CC1 (centres undefined)	-45%[20 µM]	-2%	-5%	-1%	4%	i	0.6	1.3%	1.2%	0.2%
CC1=C(C(=O)Nc2ccc(C(=O)NCCCN3CCCCC3)cc2)SCCO1	-8%	7%	12%	-16%	0%	i	5.7	-1.0%	-2.7%	0.3%
O=C(Cc1cn2ccsc2n1)NCCc1ccc(F)cc1	-14%	-5%	15%	-13%	7%	i	3.9	23%	-4.0%	0.3%
COc1ccc(S(=O)(=O)Nc2ccc(S(=O)(=O)NCC3CCCO3)cc2)cc1 (centres undefined)	8%	0%	-6%	-18%	-2%	i	1.7	-0.5%	-1.9%	-0.2%
COc1ccc(C(=O)N2CCCC(Nc3ccc(C)c(C)c3)C2)cc1F (centres undefined)	8%	13%	3%	-18%	-6%	i	0.3	0.7%	-1.3%	0.2%
O=S(=O)(c1cccc(NC(=S)N2CCN(c3ccccc3F)CC2)c1)C(F)F	20%	-3%	5%	-22%	14%	i	1.0	-0.8%	-3.6%	-0.6%
COc1ccc(CSc2nnc3n(C)c(=O)c4c5c(sc4n23)CCCC5)cc1	0%	6%	0%	-47%	11%	·	·	-1.0%	13%	0.1%
O=C(NNS(=O)(=O)c1ccccc1[N+](=O)[O-])c1ccncc1	-4%	-16%	-3%	-43%	2%	i	0.3	0.4%	3.9%	-0.3%
CCOc1cc(CNCC(O)c2ccccc2)cc(Cl)c1OC (centres undefined)	-54%[20 µM]	-3%	7%	-39%	1%	i	0.3	0.8%	1.1%	0.5%
Oc1ccc(N=Nc2n[nH]c(-c3ccc(Cl)cc3)n2)cc1	-8%	5%	-125%	-36%	24%	i	5.9	-0.6%	11%	0.0%
O=C1C2C3C=CC(C3)C2C(=O)N1c1nc2ccccc2s1 (centres undefined)	-22%	-5%	8%	-28%	16%	i	0.7	-2.2%	-3.4%	-0.4%

The listing continues:
Structure	KOR beta-arrestin-1	GPR55 LPI antagonism	HEK293 NOD2/NF-kB	NOD1 NF-kB reporter	GPR35 arrestin U2OS	Myeloid diff MLP	Myeloid diff MLP GFP+ MAC1+ %	HIV peptide binding	KOR beta-arrestin-2	GPR55 beta-arrestin
NC(=S)NN=C1c2ccccc2-c2ccccc21	-65%	-4%	44%	-1%	-8%	i	0.7	-1.5%	-6.0%	-0.1%
COc1ccc(/C=N/NC(=O)c2ccc(O)cc2O)cc1CSc1ccccn1	-60%	-5%	-2%	50%	?	i	0.7	9.7%	-0.3%	0.4%
CCOc1ccc(NC(=O)COc2ccccc2)c([N+](=O)[O-])c1	-3%	6%	-79%	-16%	9%	i	0.8	0.2%	-1.0%	-0.8%
Cc1ccc(NC2c3ccccc3C(=O)N2CCN2CCOCC2)cc1 (centres undefined)	-25%	18%	20%	0%	-15%	i	1.6	-0.5%	-1.9%	-0.1%
COc1cccc(CN2CCNC(=O)C2CC(=O)N(C)Cc2cnccn2)c1OC (centres undefined)	-3%	-8%	10%	-19%	8%	·	·	1.4%	-0.8%	0.5%
Nc1nc(SCc2nc(-c3ccccc3)no2)[nH]c(=O)c1-c1ccccc1	-20%	-4%	2%	-21%	-22%	i	9.2	-4.3%	-1.1%	0.2%
Cc1ccc(-c2nn(-c3ccccc3)cc2C(=O)NN2CCN(C)CC2)cc1	-13%	-3%	8%	-25%	-3%	i	0.2	2.1%	0.7%	0.8%

Source: PubChem BioAssay (several laboratories)

The list is partial, so the mix of outcomes need not match the whole.
